From PubChem BioAssay
DAX1 inh: DAX1 (NR0B1) inhibitors, primary screen, cell-based, HEK293, Gal4-DAX1, luciferase luminescence | 340,000 tested, 0.99% active | Nuclear receptor subfamily 0 group B member 1 (Homo sapiens), P51843 | AID 504766, 2011 | HEK293 Gal4-DAX1 luciferase reporter | inhibition, % at 6.75 µM;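 active = inhibition above the mean over all tested compounds plus 3 SD, cut at about 4.2% in these data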;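 also: 0% = DAX1-transfected cells with DMSO and 100% = empty-vector control cells with DMSO; inhibition shows as a rise in luminescence from relieved DAX1 repression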
Target sequence (P51843 207-470 limits assumed): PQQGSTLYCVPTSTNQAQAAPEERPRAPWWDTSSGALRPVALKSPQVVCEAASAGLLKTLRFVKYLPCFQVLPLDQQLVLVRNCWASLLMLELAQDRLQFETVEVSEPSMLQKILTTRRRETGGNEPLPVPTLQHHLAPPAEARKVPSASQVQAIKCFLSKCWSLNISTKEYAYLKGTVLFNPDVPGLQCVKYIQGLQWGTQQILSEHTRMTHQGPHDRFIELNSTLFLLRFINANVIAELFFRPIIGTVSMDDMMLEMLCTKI
FXN GAA850 act: FXN promoter activators, primary screen, cell-based, luciferase luminescence, HEK293 lucGAA850; AID 540364, 2011; activation, % at 6 µM; 360,000 tested, 0.56% active; HEK293 lucGAA850 FXN promoter luciferase reporter, 24 h; percent of 10 µM SAHA response;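 active = activation above the average of all compounds screened plus 3 SD, cutoff fixed separately per campaign, cut at about 7.5% in these data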;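 also: 0% = DMSO wells and 100% = 10 µM SAHA wells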
Active calls of the source: *. An excerpt; rates above refer to the full screens.

SMILES	DAX1 inh	FXN GAA850 act
Cc1ccc(-n2c3c(c(=O)[nH]c2=O)C(C(F)(F)F)(C(F)(F)F)NC(=O)N3)cc1	0.3	3.0
CS(=O)(=O)c1nc([N+](=O)[O-])nn1CCCc1ccccc1	0.8	3.2
COc1ccc2nc3oc(C(=O)N4CC(C)CC(C)C4)cc3cc2c1 (centres undefined)	0.3	2.1
CC[C@H](C)[C@@H](NC(=O)O[C@@H]1C(=O)c2cc(OC)ccc2O[C@H]1c1ccc(OC)c(Br)c1)C(=O)OC	0.1	0.0
CCOC(=O)N1CCN(C(=O)c2c(N)no[n+]2[O-])CC1	1.4	-1.8
CCN(CC)S(=O)(=O)c1ccc(O)c(NC(=O)c2cc(-c3cc(OC)c(OC)c(OC)c3)nc3ccccc23)c1	1.1	-1.5
O=c1cc(C(F)(F)F)nc(SCc2cccnc2)[nH]1	0.2	1.3
CC(=O)c1ccc(N2CCN(S(=O)(=O)c3ccc4c5c3CC(=O)N5CC(C)S4)CC2)cc1 (centres undefined)	-0.3	-3.9
O=C(Cn1nnc(-c2ccccc2NC(=O)c2ccco2)n1)Nc1ccccc1	0.1	-5.9
O=C(c1[nH]nc2c1CCc1ccccc1-2)N1CCN(Cc2ccc3c(c2)OCO3)CC1	-2.4	-0.2
CCOC(=O)c1c(NC(=O)c2c(C)noc2C)sc2c1CCCCC2	0.1	0.7
C=CS(=O)(=O)N(Cc1ccc(Cl)c(Cl)c1)C[C@@H](O)CO	-5.3	-10.4
COC(=O)[C@@]1(Cc2ccc(F)cc2)[C@H]2c3cc(C(=O)N4CCCC4)n(CCCNc4ncc(C(F)(F)F)cc4Cl)c3C[C@H]2CN1C(=O)c1ccccc1	2.0	6.5
Cc1ccc(-c2cnc(C3CC3)o2)cc1S(=O)(=O)Nc1ccccc1	-1.2	-2.5
CC(=O)Nc1ccc(C2=NNC(=Nc3cccc(S(=O)(=O)N(C)C)c3)SC2)cc1	-1.6	1.1
COc1ccc(CCNC(=O)c2cc(-c3ccc4c(c3)OCO4)on2)cc1OC	-0.2	2.6
O=C(N1CCC(n2nc(-c3ccccc3)oc2=O)CC1)C1(c2ccc(Cl)cc2)CC1	0.1	2.7
CCOC(=O)C1CCN(S(=O)(=O)c2ccc3c4c(cccc24)C(=O)N3)CC1	0.6	1.3
O=C(CSc1ccc2nnc(-c3ccc(F)cc3)n2n1)NCC1CCCO1 (centres undefined)	-0.7	-2.8
COc1ccccc1NC(=O)N1CCCC(c2nc3c(nnn3Cc3ccc(C)cc3)c(=O)[nH]2)C1 (centres undefined)	1.9	1.4
COc1cc(NC(=O)c2cc(-c3ccccc3)nc3c2cnn3C(C)C)cc(OC)c1OC	0.6	0.3
COc1ccc(NC(=O)c2ccccn2)cc1	-2.0	-4.2
COc1ccc(CNC(=O)c2ccccc2[N+](=O)[O-])cc1	0.2	-0.8
COC(=O)N1C(=O)[C@@](c2ccc(OC)cc2)(C(C)C)N1C(=O)OC	0.8	-0.7
Nc1nc(NCCO)nc(NCc2ccccc2)c1[N+](=O)[O-]	-1.4	2.4
Cc1ccc(C=Nc2cccnc2N)cc1	-0.5	1.8
O=C(CN(c1ccccc1)S(=O)(=O)c1ccc(Cl)cc1)Nc1ccccc1C(=O)N1CCCC1	-0.8	-5.1
O=C(CCN1C(=O)c2ccccc2C1=O)Nc1ccc(S(=O)(=O)N2CCOCC2)cc1	-0.1	-0.2
Oc1c(Cl)cc(Cl)cc1/C=N/c1nc(-c2ccc(Cl)cc2)cs1	1.1	3.6
COc1ccc(/C=N/n2cncn2)cc1Cn1nc(C)c([N+](=O)[O-])c1C	0.2	-1.1
CCCCC(CCC(=O)O)(C(=O)OCC)c1csc(Nc2ccccc2)n1 (centres undefined)	0.3	-0.9
COc1ccc(OC)c(S(=O)(=O)Nc2ccc(O)c(Sc3ncn[nH]3)c2)c1	-0.9	1.2
COc1ccc(-c2nc3n(n2)C(=O)CC(c2ccco2)S3)cc1 (centres undefined)	-1.0	1.2
CCc1ccc(N=c2c([N+](=O)[O-])nn(-c3ccccc3)n2O)cc1	-1.6	1.7
Cc1ccccc1C1CC(=O)Oc2cc(O)ccc21 (centres undefined)	-0.5	0.9
O=C1C=C(N(CCO)Cc2ccccc2)c2ccccc2C1=O	-1.5	-1.6
Cc1c(C(=O)NCc2ccc3c(c2)OCO3)oc2ccc(S(=O)(=O)N3CCC(C)CC3)cc12	-1.8	-3.4
O=C(c1ccco1)N1CCN(CCOc2ccc(F)cc2)CC1	0.7	2.0
NC(=O)CSc1nnc(NC(=O)C23CC4CC(CC(C4)C2)C3)s1	1.7	3.0
Nc1nnc(SCc2ccc(F)cc2Cl)s1	0.6	-0.5
O=C(CSc1ncnc2c1oc1ccccc12)OCc1ccccc1	0.2	-0.7
COc1ccc(C(=O)N/C(=C\c2ccco2)C(=O)NCCN2CCOCC2)cc1	1.1	2.4
CCOC(=O)Nc1sc2c(c1C#N)CCC(C)C2 (centres undefined)	1.8	2.2
CCN(CC)CCCNC(=O)c1cc(-c2ccc(Cl)c(Cl)c2)on1	4.0	-0.7
Fc1ccc(C2=CC(c3ccco3)n3ncnc3N2)cc1 (centres undefined)	-0.5	3.0
CC1=C(C)C(=O)C(CCCCC#CCCCC#CCO)=C(C)C1=O	-0.9	2.0
Nc1cc(C(=O)O)c(N)c2c1C(=O)c1ccccc1C2=O	0.4	-0.8
COc1ccc(-c2nc(CS(=O)CC(=O)NC3CCCCC3)c(C)o2)cc1OC (centres undefined)	-0.1	1.4
CCn1cc(C(=O)NNC(=O)c2ccc(Cl)cc2)c(=O)c2ccc(C)nc21	0.5	0.6
CC(C)c1nc2oc3ccccc3c(=O)c2c(=O)n1-c1ccccc1	0.0	-5.2
CC(C)OC(=O)Cn1c(=O)oc2ccccc21	0.7	-0.8
Cc1ccc(OCC(=O)N2CCN(C(=O)CCC3CCCC3)CC2)cc1	-1.2	-0.7
O=C(NCc1ccc2c(c1)OCO2)c1cc(-c2ccccc2)c(N2CCOCC2)s1	-0.4	1.4
COc1ccc(N=c2oc3c(OC)cccc3cc2C(=O)NCc2ccco2)c(OC)c1	0.7	4.8
COc1ccc(CCN(C)Cc2ccc(OC)c(OCc3ccccc3)c2)cc1OC	-0.4	2.3
Cc1ccc(-c2cc(C(=O)NCCCn3ccnc3)c3cc(Br)ccc3n2)o1	1.0	2.0
CC1(C)Cn2c(nc(=O)c3c2NCN(CCc2ccccc2)C3)S1	0.4	-1.7
CCNC(=O)C1CCCc2c1[nH]c1ccc(Cl)cc21 (centres undefined)	-0.4	0.0
Cc1ccc2nc(Cl)c3nnnn3c2c1	-0.4	4.7
Cc1nn(Cc2ccc(F)cc2)c(C)c1NC(=O)c1cc(-c2ccco2)on1	-1.2	-0.9

Compound profiles (already shown).
Nc1nnc(SCc2ccc(F)cc2Cl)s1 in the list: DAX1 inh: 0.6; FXN GAA850 act: -0.5
Cc1ccc(C=Nc2cccnc2N)cc1 in the list: DAX1 inh: -0.5; FXN GAA850 act: 1.8

Further compounds
SMILES	DAX1 inh	FXN GAA850 act
CC1(C)CC(CCC(=O)Nc2ccccc2Cl)C(=O)O1 (centres undefined)	0.8	-1.4
CC(C)c1cccc(-c2ccc3c(c2)S(=O)(=O)c2cccc(C(=O)NCc4ccccc4Cl)c2C3=O)c1	0.6	2.1
CC(C)C1=NN(C(=O)c2cccnc2)C(O)(C(F)(F)F)C1 (centres undefined)	0.8	0.8
O=C(c1cccc(OCc2ccccc2)c1)N1CCOCC1	0.5	3.5
N=c1c(S(=O)(=O)c2ccc(Cl)cc2)cc2c(=O)n3ccccc3nc2n1CC1CCCO1 (centres undefined)	-0.5	0.7
CC(C)(C)NC(=O)C(c1ccc(-c2ccccc2)cc1)N(C[C@H]1CC[C@@H]([C@@H]2CC[C@H](CO)O2)O1)C(=O)c1ccccc1F (some centres undefined)	-0.5	-3.7
CCOc1ccc2nc(NC(=O)C(NS(=O)(=O)c3cccs3)C(C)C)sc2c1 (centres undefined)	-0.1	-3.9
COC(=O)c1cc(-c2cccs2)nc2ccccc12	-0.1	1.3
Cc1sc2ncnc(N3CCN(S(=O)(=O)c4ccccc4)CC3)c2c1C	0.3	-0.2
Cc1cc(O)c2c(c1)C(=O)[C@@]13Oc4c5c(c(O)c6c(O)cc(C)cc46)C(=O)C[C@H](O)[C@H]5[C@@H]1[C@@H](O)CC(=O)C3=C2O	3.3	-0.1
COc1ccc(C2C(C#N)=C(N)N(c3sc4c(c3C#N)CCCC4)C3=C2C(=O)CC(C)(C)C3)cc1 (centres undefined)	0.5	3.4
CCC[n+]1c(C)sc2c3c(ccc21)CCCC3	0.7	-0.5
CC(C)NS(=O)(=O)c1ccc(OCC(=O)Nc2ccc(F)cc2F)cc1	-0.2	0.7
CCc1cccc(C)c1NC(=O)Nc1c(Br)cnn1C	2.4	2.7
CC(=O)c1cccc(NC(=O)NCc2cccnc2)c1	-0.6	-0.6
N/C(Cc1ccc([N+](=O)[O-])cc1)=N\OC(=O)COc1cccc2ccccc12	0.2	1.2
Cc1ccsc1C(=O)Nc1cc(C(C)(C)C)nn1-c1ccccc1	-0.3	-2.1
COc1ccc(C(=O)Nc2cccnc2)cc1C(=O)Nc1cccnc1	0.1	-2.2
N#Cc1c(N2CCCC2)nsc1-c1ccccc1	2.9	1.5
O=C(N/N=C/c1ccc(Sc2ccccn2)o1)c1cc2ccccc2cc1O	2.4	-1.0
O=C1CC(c2cc(Br)ccc2F)c2cc3c(cc2N1)CCC3 (centres undefined)	1.6	1.2
O=C1NC(=S)S/C1=C\c1ccc(SCc2ccco2)o1	-0.5	-1.9
N#Cc1ccc(CSc2nnc(Cc3cccs3)n2Cc2ccco2)cc1	2.0	-1.4
Cc1ccc(CN2CCN(C(=O)C3CCC3)CC2)cc1	0.2	-2.2

Next section (5 carried over from the part before).
SMILES	DAX1 inh	FXN GAA850 act
O=C(N/N=C/c1ccc(Sc2ccccn2)o1)c1cc2ccccc2cc1O	2.4	-1.0
O=C1CC(c2cc(Br)ccc2F)c2cc3c(cc2N1)CCC3 (centres undefined)	1.6	1.2
O=C1NC(=S)S/C1=C\c1ccc(SCc2ccco2)o1	-0.5	-1.9
N#Cc1ccc(CSc2nnc(Cc3cccs3)n2Cc2ccco2)cc1	2.0	-1.4
Cc1ccc(CN2CCN(C(=O)C3CCC3)CC2)cc1	0.2	-2.2
COC(=O)c1ccccc1NC(=O)c1cc(-c2ccc(C)cc2)on1	-0.4	0.8
CC[C@H](C)[C@H](NS(=O)(=O)c1ccc(C)cc1)C(=O)N1CCC(C(=O)N[C@H](C(=O)O)C(C)C)CC1	0.6	-1.2
CN(CCOc1ccc(Cl)cc1)C(=O)c1cccc(S(=O)(=O)N2CCN(c3ccc(F)cc3)CC2)c1	-5.0	-3.9
CC(=O)c1cccc(NC(=O)CN(C)S(=O)(=O)c2ccc3c(c2)CCC(=O)N3)c1	1.3	0.0
COc1ccc(C(=O)/C=C/c2cn(CC(O)CN3CCOCC3)c3ccccc23)cc1 (centres undefined)	-0.3	1.7
COc1ccc(Cn2c(=O)[nH]c3cc(C(=O)N4CCN(c5ccccc5)CC4)ccc3c2=O)cc1	1.3	-1.0
Cc1ccc(CNC(=O)C2(S(=O)(=O)c3ccccc3)CC=CC2)cc1	1.1	3.4
O=C(N[C@@H]1C/C=C\C[C@@H](CC(=O)N(CCO)Cc2ccccc2)C(=O)NCCOC1=O)OCC1c2ccccc2-c2ccccc21	3.7	0.6
O=C(CN1C(=O)c2ccccc2S1(=O)=O)N1CCOCC1	1.9	-0.1
O=C(O)CCC(=O)Nc1ccc(N=Nc2ccccc2)cc1	0.0	0.7
Cc1ccccc1NS(=O)(=O)c1ccc2[nH]cc(C(=O)N(C)Cc3ccco3)c(=O)c2c1	1.2	-1.4
Cc1ccc(-n2nc3c(=O)n(CC(=O)NC(C)CCc4ccccc4)nc(C)c3c2C)cc1 (centres undefined)	-1.4	-1.0
O=C1CC(=O)N(Cc2ccco2)C(=S)N1	-0.5	-1.9
S=C(NCc1cccs1)Nc1cccc(Cl)c1	-1.2	-0.7
COc1ccccc1C(=O)Nc1nnc(SCC(=O)NC2CCCC2)s1	0.2	3.9
CC(=O)Oc1cc(O)c2c(=O)c(OC(C)=O)c(-c3ccc(OC(C)=O)c(OC(C)=O)c3)oc2c1	4.5*	0.8
CCN1CCCC1CNC(=O)c1cc2c(-c3ccc(Cl)cc3)nn(C)c2s1 (centres undefined)	4.6*	2.7
Clc1ccc(OCCCCN2CCCCC2)cc1	0.5	1.1
Cn1c(=O)c(=O)n(C)c2cc(S(=O)(=O)N3CCN(c4cccc(C(F)(F)F)c4)CC3)ccc21	-0.3	-0.8
COC(=O)C1=C(C(=O)OC)[C@@H]2N(C)c3ccccc3[C@@]23C[C@@H](C(=O)OC)N(C(=O)c2cc(C)oc2C)C3=N1	1.3	0.5
COC(=O)c1ccc(-n2c(CCC(=O)O)ccc2-c2ccccc2)cc1	-0.5	2.3
CSc1ccccc1OCc1cc(C(=O)N(C)Cc2c(C)n[nH]c2C)no1	0.5	3.4
COC(=O)CSc1nnc(CNC(=O)c2ccco2)n1-c1ccc(F)cc1	-0.1	-0.8
COCCOC(=O)c1[nH]c2c(c1C)C(=O)CC(c1ccccc1)C2 (centres undefined)	2.0	1.8
CCOC(=O)CSc1nnc(Cc2ccccc2)n1-c1cccc(Cl)c1	1.1	0.4
